FN deposit inh: fibronectin deposition inhibition; AH1F fibroblasts, Alexa488-fibronectin deposition fluorescence, overnight; inhibition, % at 12.6 µM; actives 0.086% (n = 350,000); AID 743247;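 active = mean inhibition across replicates of 30% or more, regardless of how many single replicates reach that level; inconclusive = mean under 30% yet at least half of replicates reach 30%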;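 also: positive control wells lacked labelled fibronectin entirely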
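Material – AH1F fibroblast monolayer, labelled fibronectin deposition · Reagent – labelled fibronectin 24 nM · Timing – 1 h adhesion, overnight exposure · Measured by – fluorescence at 485 nm excitation, 525 nm emission · Read-out – inhibition of fibronectin deposition signal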
miR122 inh: miR-122 inhibition in Huh7 cells; activation (reporter increase), % at 12.5 µM; actives 0.3% (n = 340,000); Huh7 miR-122 Renilla luciferase sensor, 48 h; neutral wells = 0, positive control = 100;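 active = mean replicate activation score at least 90 and every replicate individually at or above 90; inconclusive = only one of the two criteria met; inactive = neither criterion met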;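 also: higher luciferase means less miR-122 activity so hits act as miR-122 inhibitors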
EWS-Fli block: EWS/Fli transcriptional activity inhibition | inhibition, % at 12.6 µM | AID 651661 | actives 0.67% (n = 350,000) | A673 NR0B1-luciferase reporter, viability-normalised;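 active = mean inhibition of at least 50% after viability correction, with every replicate also passing that limit; inconclusive = mean reaches 50% but only one of two replicates passes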;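 also: firefly luciferase signal divided by Alamar Blue viability fluorescence both relative to DMSO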
DENV2 CPE rescue: DENV2-induced cell death inhibition | DENV2-infected cells, cytopathic effect rescue, plate reader | CPE inhibition, % at 9.99 µM | actives 1.7% (n = 350,000); in the data active = CPE inhibition above about 20%, passing the limit was not always enough; inconclusive = no clear call, values can overlap the other calls; tested in BHK-21 cells;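 also: 0% = median of neutral control wells and 100% = median of positive control wells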
CFTR F508del cor: correctors of CFTR F508del function in bronchial epithelial cells | CFBE cells, YFP halide quenching; stimulated with forskolin plus potentiator P3; % fluorescence drop versus neutral controls | activity (quench increase), % at 7.58 µM | actives 0.36% (n = 350,000) | AID 720511;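 active = mean added fluorescence quench of at least 8% versus neutral control, with both replicates also reaching 8%; inconclusive = only one of the mean or replicate conditions met; inactive = mean below 8% and not both replicates reaching 8%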;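 also: cells transiently co-express mutant CFTR-F508del with the halide-sensitive YFP; corrector assay measuring rescue of mutant channel to the surface after 24 h compound exposure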
GSIS activator: primary screen for activators of insulin secretion dependent on glucose, INS-1E cells, GLuc reporter luminescence. INS-1E GLuc reporter insulin secretion, 2-3 h. actives 0.61% (n = 370,000). activation, % at 16.6 µM. AID 743287;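 active = lowest replicate activation of at least 40%, so every replicate reaches that level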;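 also: 0% = median of neutral control wells and 100% = median of IBMX positive control wells; some compounds called inactive have numbers as strong as hits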
PAX8 inh HTS: PAX8 transcriptional activity inhibition; actives 1.2% (n = 360,000); inhibition, % at 12.6 µM; RMG-I TPO-luciferase reporter, SteadyGlo, 24 h;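 active = mean replicate inhibition at least 60% with every replicate also reaching 60%; inconclusive = only one of the two criteria is met; inactive = mean below 60% and not all replicates reaching 60%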;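 also: luciferase light reporting Pax8 driven TPO promoter activity; plate controls were median of neutral control wells for no effect and mitoxantrone controls for full effect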
* marks the source's active call; other numbers are inactive results; ? = inconclusive; / = no result given; [ ] = dose if it differs, or a comment.

SMILES	FN deposit inh	miR122 inh	EWS-Fli block	DENV2 CPE rescue	CFTR F508del cor	GSIS activator	PAX8 inh HTS
FC(F)(F)c1nnc2sc(-c3cccs3)nn12	-5	-3	/	/	/	/	4
Cc1ccc(S(=O)(=O)N2CCCOC2CNC(=O)C(=O)NCCc2c[nH]c3ccccc23)cc1 (configuration not stated)	4	3	/	/	/	-9	-3
CCCCCCCCn1ccc(=N)cc1	-3	-4	15	-6	-1.3	-38	7
O=C(c1ccc(NS(=O)(=O)c2ccc(F)cc2)cc1)N1CCN(c2ccccc2O)CC1	5	6	6	1	-3.3	-32	17
O=C(CSc1nnc(NC(=O)C2CCC2)s1)Nc1ccc(N2CCOCC2)cc1	6	3	/	/	/	/	9
CS(=O)(=O)N1[C@H](C#N)[C@@H](c2ccccc2)[C@@H]1CO	1	/	-17	0	-1.7	6	-16
COc1cc(CCC(=O)Nc2nnc(-c3cccnc3)s2)cc(OC)c1OC	0	5	-4	2	-0.1	4	15
O=C(Nc1ccc(Cl)c(C(=O)N2CCOCC2)c1)c1ccccc1	11	-1	/	-1	2.2	13	26
COc1cc(/C=C/c2cc[n+](C)cc2)ccc1OCC(=O)Nc1ccc(Cl)c(Cl)c1	-5	-2	-5	2	3.4	-24	110*
COc1cc2ccc(C(C)=O)c(O)c2cc1OC	-2	-1	-11	2	2.0	20	-59
O=S(=O)(c1ccccc1)c1nc(Nc2cccc(O)c2)sc1Cl	-4	1	/	/	/	4	7
CN(C)C(=O)c1cccc(-c2ccc3c(c2)[C@H]2[C@H](CCN2C(=O)Nc2cccc(F)c2)[C@@H](CO)N3C)c1	5	35[16.7 µM]	-4	-16	-7.0	-10	7
COc1ccccc1CN1C[C@H](C)[C@@H](OC)CN(C)C(=O)c2cc(NC(C)=O)ccc2OC[C@H]1C	-2	/	-12	-1	0.4	22	-33
CC1(C)OC2CC3C4CCC5=CC(=O)CCC5(C)C4(F)C(O)CC3(C)C2(C(=O)CO)O1 (configuration not stated)	-6	3	6	-11	1.3	/	2
CCN1C(=O)[C@@H]2[C@@H](c3ccc(-c4ccc(F)cc4)cc3)N3CCC[C@@]3(C(=O)OC)[C@@H]2C1=O	18	/	-8	?	0.9	-5	19
Cc1ccc(C(c2nnnn2C2CCCCC2)N2CCN3CCCC3C2)cc1 (configuration not stated)	/	-2	/	/	/	-18	-8
COc1ccccc1NC(=O)N1CCCCN2[C@H](CO)[C@H](c3ccc(-c4cccc(C)c4)cc3)[C@H]2C1	/	-23[16.7 µM]	61*	7	1.4	-19	104*
C[C@H](CO)N1C[C@H](C)[C@@H](CN(C)C(=O)Nc2ccccc2F)Oc2cc(-c3ccccc3)ccc2S1(=O)=O	11	20[16.7 µM]	28	13	0.0	-13	/
COc1cccc(OCc2cc(C(=O)N(C)Cc3nc(C)cs3)no2)c1	/	-4	/	-3	-2.5	-7	-179
Cc1ccc2c(c1)cc(C(=O)N1CCN(c3ccccn3)CC1)n2C	3	-6	18	-4	1.0	19	16
CC(=O)N(C)C[C@@H]1Oc2cc(-c3ccc(C#N)cc3)ccc2S(=O)(=O)N([C@H](C)CO)C[C@H]1C	7	6[16.7 µM]	-8	2	0.1	5	/
CCOC(=O)c1c(C)nc2c(c1-c1ccc(Cl)cc1)C(=O)CC(C)(C)C2	4	/	4	-24	3.6	/	-15
C[C@H]1CN([C@@H](C)CO)S(=O)(=O)c2ccc(/C=C/c3ccccc3)cc2O[C@@H]1CN(C)C(=O)c1ccc2c(c1)OCO2	/	-1[16.7 µM]	-6	-7	-3.6	-11	/
O=C(CCC(=O)N1CCN(c2ccccc2)CC1)Nc1nnc(C2CCCCC2)s1	7	/	8	12	0.7	-3	1
CN(C)C(=O)C[C@H]1CC[C@@H](NC(=O)C2CCC2)[C@H](CO)O1	/	/	6	-4	-2.5	4	0

Carrying on:
SMILES	FN deposit inh	miR122 inh	EWS-Fli block	DENV2 CPE rescue	CFTR F508del cor	GSIS activator	PAX8 inh HTS
COc1cc(-c2nc3ccccn3c2/N=C/c2cccc(OC)c2O)ccc1O	-16	/	2	0	/	1	16
CCCNC(=O)[C@@H]1[C@@H](CO)[C@@H]2Cn3c(ccc(-c4ccccc4F)c3=O)[C@H]1N2S(C)(=O)=O	/	15[16.7 µM]	4	11	1.8	6	-23
Cc1ccc(C)c(OC(=O)C2CSC3(C)CCC(=O)N23)c1C (configuration not stated)	3	-11	-9	-2	-0.8	/	-3
NC(=S)c1cc2cc(Cl)ccc2oc1=O	12	2	5	2	-2.0	-9	1
Cc1ccc(-c2ccc(CN3C(C(C)C)C(=O)N(Cc4cn(CCC5OCCO5)nn4)CCS3(=O)=O)cc2)cc1 (configuration not stated)	-2	1	6	6	-1.4	/	14
CCn1cc(CNC(=O)c2cccc([N+](=O)[O-])c2)cn1	6	2	4	-2	/	/	-8
CCOC(=O)C1CCN(c2ncnc3nc[nH]c23)CC1	-4	-6	-4	-6	-0.2	/	2
CNC(=O)C[C@@H]1CC[C@H]2[C@@H](COc3ccc(NC(=O)NCc4ccccc4)cc3C(=O)N2C)O1	-11	-4[16.7 µM]	-6	4	0.4	10	-12
Cc1ccc(-c2csc(NC(=O)c3ccc(F)cc3)c2C(=O)O)cc1	0	13	-173	-4	-0.9	-1	-36
C[C@@H]1CN([C@H](C)CO)C(=O)Cc2cc(NS(=O)(=O)c3ccccc3)ccc2O[C@@H]1CN(C)C	/	1[16.7 µM]	-4	1	1.2	21	10
COc1cc(Br)c(CNc2cc(C)ccc2C)cc1OC	-4	5	7	-1	-0.9	5	13
CC(=O)c1c(N2CCOCC2)[nH]c(-c2ccccc2)nc1=S	-1	19	2	-4	/	/	18
O=C(CN1CCOCC1)N[C@H]1CC[C@H](CCn2cc(C3CCCCC3)nn2)O[C@@H]1CO	2	/	/	/	-2.3	-1	/
CCNc1nc(NCC)nc(C(=O)OCCO)n1	11	4	-12	29*	1.2	16	-2
COc1ccc(CCNC(=O)C2CCCN(c3nc4ccccc4s3)C2)cc1OC (configuration not stated)	-1	/	-26	-2	-0.1	-3	8
O=C(Nc1cccc(S(=O)(=O)N2CCCCC2)c1)c1ccc2c(c1)OCO2	-6	12	12	10	6.6	/	18
Cc1ccc(S(=O)(=O)Nc2ccc3c(c2)C(=O)N([C@@H](C)CO)C[C@@H](C)[C@H](CN(C)CC2CC2)OCCCC[C@H](C)O3)cc1	4	7[16.7 µM]	3	0	1.3	-22	4
Cc1ccc(NC(=O)CCCCCN2C(=O)[C@@H]3Cc4ccccc4CN3C2=O)cc1	4	-5	-2	3	-2.6	-26	4
C/C(=N\O)C(C)(C)Nc1cccc(Br)c1	-4	/	6	-5	1.4	/	9
CCOc1ccc(N2CC(C(=O)Nc3ccc(S(=O)(=O)N4CCCCC4)cc3)CC2=O)cc1 (configuration not stated)	5	/	9	0	2.6	-12	4
CN1CCN(c2ccc(C(CC(N)=O)NC(=O)c3ccccc3)cc2[N+](=O)[O-])CC1 (configuration not stated)	10	-2	-7	18	0.3	9	-15
CC1(C)C(=O)Nc2ccccc2N1C(=O)CSc1nnc2c(Cl)cc(Cl)cn12	-1	/	5	/	/	/	6
Cc1ccc(S(=O)(=O)N(C)C[C@H]2Oc3c(NS(=O)(=O)c4ccccc4)cccc3C(=O)N([C@H](C)CO)C[C@@H]2C)cc1	/	5[16.7 µM]	-15	2	-2.5	8	/
O=C(N[C@H]1CC[C@H](CCNS(=O)(=O)c2ccc(F)cc2)O[C@@H]1CO)C1CC1	-9	/	-4	1	2.7	15	5
CCOC(=O)C1(CC2CCCCO2)CCN(S(=O)(=O)c2ccsc2)CC1 (configuration not stated)	3	/	-1	-4	-0.2	15	1

Following part
SMILES	FN deposit inh	miR122 inh	EWS-Fli block	DENV2 CPE rescue	CFTR F508del cor	GSIS activator	PAX8 inh HTS
O=C(NNC(=S)NC(=O)c1ccccc1)c1ccc(O)cc1	0	-8	-9	6	4.4	7	4
CCCn1c(SCC(=O)Nc2ccccc2N2CCCCC2)nc2c1c(=O)n(C)c(=O)n2C	/	/	13	-2	6.5	-48	/
O=C(NNC(=O)c1cccs1)c1csc(N2CCOCC2)n1	0	-5	0	2	0.9	4	0
O=C(NC(=S)NCCN1CCOCC1)c1ccccc1	8	/	14	2	/	16	-7
COc1ccc(Nc2cc(C)nc3nc(C)nn23)cc1Cl	8	-2	9	-2	2.2	4	-6
O=C(C[C@@H]1C[C@H]2c3cc(NS(=O)(=O)c4ccc(F)cc4)ccc3O[C@H]2[C@@H](CO)O1)NCc1cccc(F)c1	-13	-3[16.7 µM]	7	-5	-1.8	-6	6
CC(Oc1cccc(Cl)c1)C(=O)Nc1ccccc1N1CCCC1 (configuration not stated)	0	/	5	/	0.9	-7	18
O=C(NC1CCCC1)[C@@H]1[C@@H](CO)[C@@H]2Cn3c(cccc3=O)[C@@H]2N1C(=O)NC1CCCC1	/	4[16.7 µM]	7	-5	0.0	5	-3
CC(C)C#Cc1ccc2c(c1)O[C@H](CN(C)C(=O)c1ccccn1)[C@@H](C)CN([C@H](C)CO)S2(=O)=O	/	9[16.7 µM]	5	-5	-0.9	2	/
COc1ccc(N2CCN(C3CCCN(Cc4ccccc4OCCO)C3)CC2)cc1 (configuration not stated)	0	2	6	3	-1.6	9	11
CC(=O)Nc1ccc(-c2cn3c(n2)SCC3)cc1	-4	-1	-44	-11	-2.3	17	-15
CC(=O)N1C(=O)C2(NCC(C)N2)c2ccccc21 (configuration not stated)	3	-2	-1	1	0.5	/	-17
CCNC(=S)NNC(=O)c1cc(-c2cccnc2)nc2ccccc12	/	/	0	-7	-3.2	3	2
COc1cc2c(cc1OC)CN(C(=O)CN1CCN(S(=O)(=O)c3ccc(C)c(C)c3)CC1)CC2	-2	-7	14	8	4.0	7	23
C[C@@H]1CN([C@@H](C)CO)C(=O)c2cc(NS(=O)(=O)c3ccc(F)cc3)ccc2O[C@@H](C)CCCCO[C@H]1CN(C)C(=O)Nc1ccccc1	-2	8[16.7 µM]	-3	6	-0.8	-21	-4
COc1cccc(-c2ccc3c(c2)[C@@H]2[C@@H](CCN2C(=O)c2ccc(F)cc2)[C@@H](CO)N3)c1	6	-9[16.7 µM]	13	-20	0.3	-1	8
CCOC(=O)N1CCC(N2C(=O)c3ccccc3C2=O)CC1	-6	1	-9	19	-5.9	-2	0
CO[C@@H]1CN(C)C(=O)c2ccc(NS(=O)(=O)c3ccccc3Cl)cc2OC[C@@H](C)NC[C@@H]1C	-11	-10[16.7 µM]	4	10	-2.4	3	/
Cn1cnc(S(=O)(=O)N2CC[C@@H]3[C@H]2c2cc(-c4ccccc4F)ccc2N[C@@H]3CO)c1	8	-6[16.7 µM]	-18	-15	-1.2	-1	-45
Cc1ccc(Cl)cc1NC(=O)c1cc(S(=O)(=O)N2CCOCC2)cn1C	6	-8	4	-3	0.1	-5	-2
COc1ccc(C(=O)NCCSc2ccccc2C)cc1	-5	-3	-56	-7	-0.3	-7	-148
C[C@@H]1CN([C@@H](C)CO)C(=O)Cc2cc(NC(=O)Cn3cnnn3)ccc2O[C@@H]1CN(C)S(=O)(=O)c1cccs1	/	5[16.7 µM]	-5	-3	-1.0	-3	-4
O=C(Nc1ccc2ccccc2c1)C(C1CC1)n1c(=O)c(-c2cc3ccccc3[nH]2)nc2ccccc21 (configuration not stated)	-7	/	-2	47*	0.9	4	2
